GLP-1R inv ag = inverse agonists of human GLP-1 receptor; HEK293 GLP-1R CRE-luciferase, luminescence, 24 h; GLP-1R form is constitutively active; Potency, µM (doses to about 38.3 µM), inactives show top-dose activity change, negative = inhibition, usual class: inhibitors; actives 1.6% (n = 410,000); AID 624417; also: potency is read from the fitted curve at half-maximal effect; % is scaled to controls: 0 for no effect and ±100 for the full control effect; nearly all actives have a fitted effect of over 55% in size
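Inverse agonists were sought by their lowering of basal cAMP reporter luciferase output in HEK293 cells stably carrying constitutively active human GLP-1R, after 24 h compound treatment.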
pAkt inh = inhibitors of Akt phosphorylation; actives 0.32% (n = 360,000); activity change, % for hits at 50 µM; Neuro2A IGF-stimulated pAkt S473 HTRF, 20 min; stronger effect = lower value; AID 651550; in the data active = activity change below about -80%; inconclusive = mostly about -51% to -80%; also: % is scaled to controls: 0 for no effect and ±100 for the full control effect
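Neuro2A cells in DMEM with 0.5% FBS, overnight at 37 deg C, given compound at single 50 µM final, then IGF (6 nM final) for 20 min at 37 deg C. Lysed; phospho-Akt Ser473 by HTRF after 24 h, 665/615 ratio.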
FUS suppressor = suppressors of FUS proteinopathy in yeast. S. cerevisiae FUS-expressing, growth rescue, OD600, 24 h. Potency, µM (series often up to 76.6 µM), for inactives: at the highest dose growth rescue (activation), hits mostly activators. actives 0.24% (n = 390,000). AID 1347120;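 also: potency is read from the fitted curve at half-maximal effect; plate controls were DMSO vehicle for no effect and reference control for full effect; nearly all actives have a fitted effect of over 55% in size; some results filed as inactive show a strong effect at the top dose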
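Toxicity suppression screen in FUS-yeast. Cells induced with 2% galactose, starting OD 0.005, treated 24hr at 30C with compounds at multiple final concentrations; growth by OD600.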
DRD3 antagonist = antagonists of human D3 dopamine receptor; P35462; D3R cells, DiscoveRx beta-arrestin luminescence, antagonist mode; stronger effect = lower value; max response, negative = inhibition, %; actives 2.5% (n = 360,000); in the data active = max response below about -50%; inconclusive = no clear call, values can overlap the other calls; also: % is scaled to controls: 0 for no effect and ±100 for the full control effect; mostly tested at two doses, the higher about 12 µM
Target sequence (P35462 whole entry, looked up): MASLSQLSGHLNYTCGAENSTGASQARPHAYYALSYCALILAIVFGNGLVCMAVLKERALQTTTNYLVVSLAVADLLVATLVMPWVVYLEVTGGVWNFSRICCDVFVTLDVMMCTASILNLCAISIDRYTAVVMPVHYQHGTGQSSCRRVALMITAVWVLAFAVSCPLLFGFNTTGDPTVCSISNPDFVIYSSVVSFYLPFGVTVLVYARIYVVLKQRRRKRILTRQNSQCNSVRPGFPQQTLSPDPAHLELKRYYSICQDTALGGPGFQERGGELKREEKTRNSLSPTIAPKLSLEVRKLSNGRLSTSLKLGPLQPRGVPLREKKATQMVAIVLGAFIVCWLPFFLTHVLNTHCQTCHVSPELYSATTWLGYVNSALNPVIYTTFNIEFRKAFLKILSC
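Cells plated overnight at 1500 cells/well, then exposed to library compounds with dopamine controls for 90 minutes at 37 degrees C. DiscoveRx reagent added for 30–60 minutes at room temperature; luminescence read, quantitative HTS format.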
GLP-1R agonist = GLP-1 receptor (human) agonism. Potency, µM (doses to about 45.6 µM), without a hit: at the highest dose activation, most hits filed as activators. HEK293 GLP-1R CRE-luciferase, luminescence, 4-6 h; cells express a hypersensitive GLP-1R form. P43220. actives 0.007% (n = 380,000); also: potency is read from the fitted curve at half-maximal effect; % of control where 0% means no effect
TDP43 rescue = inhibitors of TDP-43 toxicity in yeast. actives 1.8% (n = 410,000). TDP-43 expressing yeast growth rescue, BacTiter-Glo, 24 h. Potency, µM (doses to about 46.1 µM), for inactives: at the highest dose growth rescue (activation), usual class: activators; also: potency is read from the fitted curve at half-maximal effect; % of control where 0% means no effect; nearly all actives have a fitted effect of over 50% in size
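Yeast cells expressing TDP-43 under galactose induction are exposed to compounds for 24 hr at 30 deg C. BacTiter-Glo luminescence measures growth, so protective compounds score as activators.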
aSyn rescue = rescues yeast growth from alpha-synuclein toxicity; Yeast expressing alpha-synuclein, growth rescue, BacTiter-Glo, 24 h; actives 0.14% (n = 370,000); AID 652106; Potency, µM (highest dose often 46.1 µM), for inactives: top-dose growth rescue (activation), actives largely listed as activators; also: potency is read from the fitted curve at half-maximal effect; % of control where 0% means no effect; nearly all actives have a fitted effect of over 65% in size
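Readout is rescue of growth in alpha-synuclein-expressing yeast, so inhibitors of toxicity appear as activators. Growth after 24 hr at 30 deg C in galactose medium is quantified by luminescence.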
Abeta rescue = A-beta toxicity reversal in yeast; AID 1347071; actives 0.063% (n = 410,000); Potency, µM (top dose mostly 46.1 µM), for inactives: top-dose growth rescue, most hits filed as activators; yeast expressing A-beta42, growth rescue, OD600, 48 h; response scale: 0% DMSO, 100% iron-clioquinol control; also: potency is read from the fitted curve at half-maximal effect; nearly all actives have a fitted effect of over 55% in size
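Yeast A-beta toxicity model in growth medium with pinned compounds, 48 h at 30 C; growth read as absorbance at 600 nm. Normalized to FeCl3/clioquinol equimolar mix (positive) and DMSO (negative).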
PTHR1 ag = activates the human parathyroid hormone receptor PTHR1; HEK293 GP2 PTHR1 cells, GloSensor cAMP luminescence, 1 h; Potency, µM (highest dose often 115 µM), inactives show at the highest dose activation, actives largely listed as activators; actives 0.075% (n = 410,000); AID 743266; also: potency is read from the fitted curve at half-maximal effect; nearly all actives have a fitted effect of over 55% in size; some results filed as inactive show a strong effect at the top dose; inactives centre near -15; many of its hits are not listed in these tables
Target sequence (Q03431 whole entry, looked up): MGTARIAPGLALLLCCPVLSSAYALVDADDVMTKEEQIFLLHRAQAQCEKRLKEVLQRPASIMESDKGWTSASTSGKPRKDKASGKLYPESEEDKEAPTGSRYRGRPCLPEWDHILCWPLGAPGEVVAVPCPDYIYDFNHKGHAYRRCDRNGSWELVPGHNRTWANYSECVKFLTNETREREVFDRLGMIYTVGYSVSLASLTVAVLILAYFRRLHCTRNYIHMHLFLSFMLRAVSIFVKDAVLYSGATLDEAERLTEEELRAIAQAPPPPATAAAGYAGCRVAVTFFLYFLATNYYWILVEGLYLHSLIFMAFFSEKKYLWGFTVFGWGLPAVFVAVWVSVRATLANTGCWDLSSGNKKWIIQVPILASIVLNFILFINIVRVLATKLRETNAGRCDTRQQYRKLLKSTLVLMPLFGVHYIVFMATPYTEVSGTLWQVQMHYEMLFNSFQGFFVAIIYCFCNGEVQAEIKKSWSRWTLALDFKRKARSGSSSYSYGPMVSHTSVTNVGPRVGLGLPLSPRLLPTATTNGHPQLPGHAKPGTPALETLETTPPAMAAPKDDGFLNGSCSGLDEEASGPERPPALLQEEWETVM
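HEK-293-derived GP2 cells expressing PTHR1 and a GloSensor cAMP reporter, 3,000/well, plated overnight, given luciferin plus IBMX (each 0.5 mM as added) for 1 h at 37 °C, then compound for 1 h at 37 °C. Luminescence was read after 15 min at room temperature.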
Starred values were filed as active, the others as inactive; i = inactive; ? = inconclusive; nt = not tested or not shown; [ ] = remark or other dose. Unless noted, calls follow the shape of the dose curve; as a rule, active = well fitted curve in the direction sought with a large enough effect; inconclusive = small, poorly fitted or top-dose-only effect, or another doubt; inactive = no such curve, though single readings can be large; an effect the other way counts as inactive or inconclusive. These rows are one share of the data; count on the stated rates, not on these rows.

SMILES	Abeta rescue	DRD3 antagonist	pAkt inh	GLP-1R inv ag	GLP-1R agonist	FUS suppressor	aSyn rescue	TDP43 rescue	PTHR1 ag
CCOc1ccc(Cn2c(O)cc(=O)[nH]c2=O)cc1	6%	-25	-117%*	7%	-3%	23%	3%	2%	-11%[57.5 µM]
O=C1c2ccccc2C(=O)N1CC(O)Cn1nnc2ccccc21 (configuration not stated)	23%	18	i	35%[activator]	-4%	8%	9%	4%	i
CN(c1cc2c(c3c1ccn3C)C1CCC2C1)C1CCCCC1 (configuration not stated)	-9%	0	i	-21%	4%	-10%	-2%	12%	-18%
Cc1ccc(S(=O)(=O)N(C)c2ccc(OCC(=O)Nc3cc(C(=O)O)ccc3Cl)cc2)cc1	2%	3	i	8%	-8%	?	-1%[1.84 µM]	2%	-4%
COCCCNC(=O)COc1cc(C)c(Cl)c(C)c1	25%	-6	i	-1%	-4%	10%	4%	10%	i
Cc1ccc(C(=O)COC(=O)[C@@H](NC(=O)c2ccco2)C(C)C)s1	14%	12	i	-1%	7%	-4%	-10%	-4%	-7%
Cc1ccc(CN2CC(C(=O)N3CCN(S(=O)(=O)c4cccc(F)c4)CC3)CC2=O)cc1 (configuration not stated)	5%	1	i	-19%	2%	29%	2%	6%	-7%
O=C1[C@H]2[C@@H](c3ccc(F)cc3)N3C(=O)N(c4ccc(Br)cc4)C(=O)[C@@]3(Cc3ccc(Cl)cc3)[C@H]2C(=O)N1C1CCCCC1	2%	16	i	?	-1%	29%	0%	13%	i
COc1ccc(NC(=O)c2ccc3ccccc3c2OC)cc1	-16%	3	i	?	9%	8%	-16%	?	i
O=C(N/C(=C\c1ccco1)C(=O)N1CCCC1)c1ccccc1	-9%	4	i	3%	7%	-2%	3%	17%	i
Clc1ccc(CSc2ncnc3c2ncn3C2CCCCO2)cc1 (configuration not stated)	-9%	8	i	11µM*	31%	29%	1%	?	-28%
COc1cc(/C=C/C(=O)NC2CCCCC2)cc(OC)c1OC	5%	-11	i	31%[activator]	-1%	-1%	-1%	-16%	0%
Cc1ccc(-n2cc(-c3ccccc3)nc2S(=O)(=O)CC(=O)Nc2ccc(F)cc2)cc1	15%	nt	nt	?	nt	?	nt	5%	-11%
Nc1nc(Nc2cccc(Cl)c2)sc1C(=O)c1ccc(F)cc1	-18%	nt	nt	?	nt	11%	nt	27%	-51%[inhibitor]
O=C(NCC1CCCO1)C(c1cccnc1)N(C(=O)Cc1cccs1)c1ccccc1 (configuration not stated)	5%	0	i	0%	9%	13%	2%	-19%	-3%
CC(=O)N[C@@H](Cc1c[nH]c2ccccc12)C(=O)OCC(=O)Nc1ccc(S(=O)(=O)N(C)C)cc1	7%	12	i	6%	1%	3%	-1%	18%	i
CN(Cc1ccon1)C(=O)C1CCC(=O)N(Cc2ccc(Cl)cc2)C1 (configuration not stated)	-10%	-8	i	13%	15%	nt	-2%	9%	-6%
CCOc1ccc(/C=N/OCC(=O)NCc2ccco2)cc1	1%	-8	i	1%[0.307 µM]	1%	4%	-7%	21%	-11%
O=C1c2cccc3cccc(c23)N1CN1CCN(c2ccccn2)CC1	-12%	-17	i	76%[activator]	18%	-8%	0%	-3%	-2%[57.5 µM]
Fc1c(F)c(F)c(N=Cc2ccc3ncccc3c2)c(F)c1F	5%	4	i	10%	4%	-25%	-5%	13%	i
CCOc1ccc(C/C(O)=C2\C(=O)CC(C)(C)CC2=NCC(=O)O)cc1OCC	-7%	-17	i	0%	1%	10%	-2%	-20%	-11%
CCCc1nc2ccccc2c(C(=O)OCC(=O)Nc2cccc(S(=O)(=O)N3CCOCC3)c2)c1CC	-2%	16	i	?	-12%	?	-3%	-8%	-12%[57.5 µM]
O=C(Nc1ncnc2c1C(c1ccccc1)c1c(ccc3ccccc13)O2)c1ccccc1 (configuration not stated)	6%	nt	nt	nt	-3%	26%	nt	nt	i
Cc1cc(NCCCn2ccnc2)n2nc(-c3ccc(F)cc3)cc2n1	-8%	-24	i	9%	13%	-3%	-5%	-12%	-1%[57.5 µM]
COc1ccc([C@@H]2[C@@H](C)N(c3ccccc3)c3ccccc3C(=O)N2Cc2ccccc2)cc1	5%	?	i	?	-2%	?	-12%	0%	-24%
COc1c(C)cc(S(=O)(=O)NCCc2c(C)[nH]c3ccccc23)c(C)c1C	18%	nt	nt	?	nt	39%	nt	22%	-26%
COCC(=O)N(Cc1cc2cc(OC)ccc2[nH]c1=O)c1ccccc1OC	6%	-25	i	-20%	8%	-2%	-4%	-5%	i
Cc1nc2ccn(Cc3cccs3)c(=O)c2cc1C(=O)NCc1ccccc1	-10%	nt	nt	?	nt	25%	nt	-16%	-10%
COc1ccc(CCNC(=O)c2cccc(S(=O)(=O)N3CCCCC3)c2)cc1	0%	-21	i	?	2%	-21%	-5%	0%	-29%
CCn1nc(NS(=O)(=O)c2ccccc2[N+](=O)[O-])c2cc3cccc(C)c3nc21	3%	-21	i	-20%	-7%	24%	7%	10%	0%
Clc1cccc(Cl)c1OCCOCCNCc1ccccc1	-5%	43	i	-28%	8%	-14%	3%	4%	i
O=C(Nc1ccc(Cl)cc1)Nc1nnc(/C=C/c2ccccc2)s1	-12%	45	i	24%	2%	28%	-5%	-3%	-28%
O=C(O)c1ccc(Nc2nc3ccccc3n3cnnc23)cc1	-23%	nt	nt	-13%	nt	1%	nt	14%	-7%
CC(C)(C)c1cc(NC(=O)CCSc2nnc3ccccn23)cc(C(C)(C)C)c1	2%	28	i	3%	1%	19%	-7%	-2%	i
Cc1c([C@@H]2C[C@H]3CN(Cc4cccc(Cl)c4)C(=O)[C@]34CCCN24)cnn1C	4%	3	i	-26%	9%	9%	10%	-2%	i
COc1cc([N+](=O)[O-])ccc1NC(=O)/C=C\C(=O)O	-3%	-10	i	2%	-2%	-26%	3%	12%	-24%
COc1cccc(NC(=O)C2CCCN(c3ncnc4onc(-c5ccc(F)cc5)c34)C2)c1 (configuration not stated)	-13%	nt	nt	-12%	nt	30%	nt	24%	-52%[inhibitor]
O=C(Nc1cccc(F)c1)c1ccco1	-1%	-11	i	30%	1%	-31%	3%	10%	-1%
Cc1cc(C)c(S(=O)(=O)NCC23C=CC(O2)C2C(=O)N(c4ccccc4)C(=O)C23)c(C)c1 (configuration not stated)	-54%[inhibitor]	-12	i	-9%	-1%	23%	-72%[inhibitor]	?	-15%
Cc1ccc(NC(=O)N2Cc3ccccc3CC2C(=O)NC(C)(C)C)cc1 (configuration not stated)	-2%	-2	i	-9%	-8%	19%	-4%	-5%	i

Brought forward from above: 3 entries, followed by the next part.
SMILES	Abeta rescue	DRD3 antagonist	pAkt inh	GLP-1R inv ag	GLP-1R agonist	FUS suppressor	aSyn rescue	TDP43 rescue	PTHR1 ag
O=C(Nc1cccc(F)c1)c1ccco1	-1%	-11	i	30%	1%	-31%	3%	10%	-1%
Cc1cc(C)c(S(=O)(=O)NCC23C=CC(O2)C2C(=O)N(c4ccccc4)C(=O)C23)c(C)c1 (configuration not stated)	-54%[inhibitor]	-12	i	-9%	-1%	23%	-72%[inhibitor]	?	-15%
Cc1ccc(NC(=O)N2Cc3ccccc3CC2C(=O)NC(C)(C)C)cc1 (configuration not stated)	-2%	-2	i	-9%	-8%	19%	-4%	-5%	i
COCCOc1cc(Nc2nnc(C(F)(F)F)s2)c(Cl)cc1Cl	14%	-64*	i	?	0%	13%	8%	17%	-24%[57.5 µM]
CCCn1nc2cc(C(=O)NCCCCc3ccccc3)ccc2c1OCC	17%	24	i	?	12%	16%	-1%	13%	i
COc1ccc(-c2noc(-c3ccccc3-c3ccccc3)n2)cc1	22%	37	i	-5%	2%	5%	1%	3%	-22%[57.5 µM]
O=C(COC(=O)/C=C/c1ccccc1)NCc1ccc2c(c1)OCO2	-19%	-12	i	-8%	4%	3%	-2%	21%	5%
O=C(CC[C@H]1O[C@@H](n2cnc3c(NC(=O)c4ccccc4)ncnc32)[C@H](O)[C@@H]1O)NCc1nc2ccccc2[nH]1	2%	7	i	2%	-5%	-23%	0%	15%	-13%
Cc1cc2oc(=O)cc(CN3CCCCCCC3)c2cc1Cl	1%	15	i	22%	0%	-18%	3%	12%	-21%
Cc1ccccc1N(C)S(=O)(=O)c1nnc(NC(=O)C(C)C)s1	5%	nt	nt	-5%	nt	-1%	nt	19%	i
COc1ccc(C(C)=O)cc1COC(=O)CCCN1C(=O)c2ccccc2C1=O	-7%	14	i	10%	15%	-6%	-4%	?	-15%

2 compounds from above, showing only GLP-1R inv ag, GLP-1R agonist and pAkt inh:
| SMILES | GLP-1R inv ag | GLP-1R agonist | pAkt inh |
| --- | --- | --- | --- |
| COc1ccc(-c2noc(-c3ccccc3-c3ccccc3)n2)cc1 | -5% | 2% | i |
| COc1ccc(C(C)=O)cc1COC(=O)CCCN1C(=O)c2ccccc2C1=O | 10% | 15% | i |

Screens from PubChem BioAssay.
